High-throughput results deposited in PubChem by National Center for Advancing Translational Sciences (NCATS).
HttQ103 aggreg: reduces HttQ103-GFP aggregates in PC12 cells | PC12 HttQ103-GFP aggregates, Acumen cytometry, 40 h | Potency, µM (doses to about 46.1 µM), for inactives: at the highest dose activity change, negative = inhibition, actives largely listed as inhibitors | 1.1% of 220,000 active | AID 1688; further: potency means the concentration at half of the fitted maximal effect; on the % scale 0 is the no-effect control and ±100 the full control effect; nearly all actives have a fitted effect of over 60% in size
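Multiplexed with ATP-based cell death, this channel scores GFP aggregates in PC12 cells expressing inducible HTTex1-Q103-GFP. Induction used 100 nM tebufenozide; compounds were tested in concentration series.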
HTT cytoprotect: Huntington cell model cytoprotection by ATP luminescence. AID 1471. PC12 HTT-Q103 induced, cytoprotection, ATP luminescence, 40 h. Potency, µM (top dose mostly 56.4 µM), for inactives: cytoprotection (ATP increase), actives largely listed as activators. 0.14% of 230,000 active;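 further: potency means the concentration at half of the fitted maximal effect; % of control where 0% means no effect; nearly all actives have a fitted effect of over 45% in size; toxic huntingtin expression switched on by the ecdysone agonist tebufenozide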
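Huntington model: PC12 line, ecdysone-inducible HTTQ103 exon1–GFP, tebufenozide 100 nM. Test articles in a dose series. Endpoint luminescence from cellular ATP.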
KinaseGlo FLuc: Kinase-Glo luciferase inhibition (counter-screen). Q27757. Kinase-Glo luciferase, ATP luminescence, 8 min. Potency, µM (series often up to 38.3 µM), for inactives: top-dose activity change, negative = inhibition, actives largely listed as inhibitors. 0.28% of 200,000 active. AID 1379; further: potency means the concentration at half of the fitted maximal effect; on the % scale 0 is the no-effect control and ±100 the full control effect; nearly all actives have a fitted effect of over 60% in size
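Recombinant Kinase-Glo luciferase, 10 uM ATP (linear range), luciferin; imidazole pH 7.2 / KCl / MgCl2 / Tween / BSA buffer; 8 min RT; luminescence.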
LMNA splice mod: LMNA splicing modulation; HeLa LMNA splicing GFP/RFP minigene ratio, 48 h; AID 1487; 0.01% of 200,000 active; Potency, µM (doses to about 46.1 µM), for the others: at the highest dose ratio change, negative = inhibition, most hits filed as inhibitors; active means well fitted inhibition curve with a large enough effect in the signal ratio, with a control signal flat, not every such curve was filed as active; inconclusive means small, poorly fitted or top-dose-only effect, or effect the other way, or a change in a side signal; the % refers to the signal ratio; further: potency means the concentration at half of the fitted maximal effect; on the % scale 0 is the no-effect control and ±100 the full control effect
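S3 HeLa cells stably expressing lamin A-EGFP splicing minigene plus DsRed2, 600 cells/well, 48 h compound exposure at 37C. Laser-scanning cytometry; analysed as GFP (500-530 nm)/RFP (575-640 nm) total intensity ratio; 0.5% DMSO vehicle.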
IMPase Li inh: cell-permeable IMPase inhibitors with lithium potentiation | CHO-M1 cells, IP1 TR-FRET (IP-One), carbachol + lithium | AID 1457 | 0.35% of 210,000 active | Potency, µM (doses to about 59.4 µM), for the others: at the top dose activity, negative = IMPase inhibition, most hits filed as inhibitors;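 further: IP1 builds up when IMPase is blocked and the TR-FRET signal falls; potency means the concentration at half of the fitted maximal effect; plate controls were basal vehicle for no effect and high inhibitor control for full effect; nearly all actives have a fitted effect of over 50% in size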
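Steps: plate 2000 CHO-M1 cells per well and culture 16–30 h; add compound and lithium; incubate 30 min, 37C; add d2-IP1 tracer and Eu cryptate anti-IP1 antibody in lysis buffer; read after 10 min at room temperature.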
CBFb-RUNX1 inh: inhibitors of human CBF-beta and RUNX1 interaction | Q01196+Q13951 | AlphaScreen CBFb-His/RUNX1-biotin binding, biochemical | Potency, µM (titrated, usually from 59.8 µM), for the others: top-dose activity, negative = inhibition, usual class: inhibitors | 230,000 tested, under 10 active; further: % of control where 0% means no effect
Target sequence (Q01196 whole entry, looked up): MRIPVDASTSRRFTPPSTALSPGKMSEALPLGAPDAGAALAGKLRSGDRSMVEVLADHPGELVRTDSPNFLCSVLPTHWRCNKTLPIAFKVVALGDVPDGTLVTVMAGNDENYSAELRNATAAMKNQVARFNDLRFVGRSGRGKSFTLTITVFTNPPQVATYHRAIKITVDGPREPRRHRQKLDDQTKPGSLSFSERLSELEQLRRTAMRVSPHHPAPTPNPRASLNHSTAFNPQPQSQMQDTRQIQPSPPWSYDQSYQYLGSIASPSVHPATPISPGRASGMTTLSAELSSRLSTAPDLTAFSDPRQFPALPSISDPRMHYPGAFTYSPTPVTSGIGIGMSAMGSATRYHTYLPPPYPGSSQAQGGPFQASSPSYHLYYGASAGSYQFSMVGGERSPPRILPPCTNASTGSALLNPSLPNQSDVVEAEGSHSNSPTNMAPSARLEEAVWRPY
Target sequence (Q13951 whole entry, looked up): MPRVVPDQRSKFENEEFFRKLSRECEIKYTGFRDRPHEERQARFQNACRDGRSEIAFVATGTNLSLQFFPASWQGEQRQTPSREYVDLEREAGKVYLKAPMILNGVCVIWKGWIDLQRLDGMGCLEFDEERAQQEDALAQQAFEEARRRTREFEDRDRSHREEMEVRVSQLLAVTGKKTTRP
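AlphaScreen proximity signal reports loss of binding between His-tagged CBF-beta and biotin-labelled RUNX1, each at 30 nM. Proteins are pre-associated for 20 minutes, compounds added for 15 minutes, then beads for 90 minutes, all at ambient temperature.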
SMN2 splice up: SMN2 splice variant enhancement. HEK293 SMN2-luciferase splicing reporter, luminescence, 30-36 h. Potency, µM (series often up to 46.1 µM), inactives show at the highest dose activity change, positive = activation, actives largely listed as activators. 2.8% of 210,000 active; further: potency means the concentration at half of the fitted maximal effect; % of control where 0% means no effect; nearly all actives have a fitted effect of over 55% in size
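HEK293 cells carry an SMN2 […]–luciferase reporter in which exon 7 inclusion puts luciferase in frame. Cells were plated 10-12 h before compound addition, then incubated 30-36 h at 37C. ONE-Glo luminescence was read; sodium butyrate at 4.5 mM final served as control.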
Active calls of the source: *; ? = inconclusive; . = not tested or not shown; & = joins results of further samples; [ ] = dose if it differs, or a comment. Unless noted, the call rests on the fitted dose curve; in most records, active means well fitted curve in the direction sought with a large enough effect; inconclusive means small, poorly fitted or top-dose-only effect, or another doubt; inactive means no such curve, though single readings can be large; an effect the other way counts as inactive or inconclusive.

SMILES	HttQ103 aggreg	HTT cytoprotect	KinaseGlo FLuc	LMNA splice mod	IMPase Li inh	CBFb-RUNX1 inh	SMN2 splice up
O=S(=O)(c1cccc(F)c1)N1CCCN(c2ccc(C(F)(F)F)cn2)CC1	-1%[9.22 µM]	35%[10 µM]	.	.	.	?	.
O=c1[nH]c(SCc2cccc([N+](=O)[O-])c2)nc2nc[nH]c12	.	-3%[10 µM]	-2%[7.66 µM]	.	2%	.	0%[9.22 µM]
COCCCNC(=O)C1CCC(CNS(=O)(=O)c2ccc(C)cc2)CC1 (centres undefined)	-3%	-13%[10 µM]	0%	22%[46 µM]	2%	3%	-9%
COc1ccc(NC(=O)Nc2ccc(C)cc2OC(F)F)cc1OC	-23%	5%[10 µM]	3%	?	25%[38.3 µM]	-7%	-44%[inhibitor]
CC(C)c1nnc(NC(=O)CSc2ncn[nH]2)s1	-8%	-7%	-4%	6%	-5%[38.3 µM]	0%	-5%
CCOC(=O)c1ccc(NC2c3ccccc3C(=O)N2c2ccccn2)cc1 (centres undefined)	12%	8%	-3%	?	18%[38.3 µM]	2%	-3%
CC1CCN(CC(CS(=O)(=O)c2ccc([N+](=O)[O-])cc2)N2CCC(C)CC2)CC1 (centres undefined)	15%[9.22 µM]	-10%[10 µM]	.	.	.	6%	.
CC1CN(Cc2cn(C)nc2-c2ccc(Oc3ccccc3)cc2)CCN1C (centres undefined)	.	.	-5%	.	8%	-1%	-65%[inhibitor]
CCOc1ccc(C(=O)NC(C)(C)CC)cc1	14%	-27%	3%	3%[46 µM]	-5%	-2%	0%
CC(=O)N(Cc1ccco1)Cc1cc2cccc(C)c2n2nnnc12	-7%	12%[10 µM]	0%	-7%[46 µM]	5%	2%	1%
Cc1ccc2c(CC(=O)N3CCN(S(=O)(=O)c4ccc5c(c4)OCCO5)CC3)coc2c1	-29%	-9%	-1%	?	4%[38.3 µM]	1%	-12%
NNC(=O)CN1C(CN2CCOCC2)=Nc2ccc(Br)cc2C1c1ccccc1 (centres undefined)	21%[9.22 µM]	13%[10 µM]	2%	-2%[46 µM]	1%	-1%	-9%
O=C(Nn1cnnc1)c1csc2ccccc12	-26%	-10%	3%	3%	3%[38.3 µM]	5%	?
C1=C(c2ccc(-c3ccccc3)cc2)Nc2ncnn2C1c1ccco1 (centres undefined)	?	-66%[inhibitor][0.074 µM]	-7%	?	-1%[38.3 µM]	-2%	24%
O=C1CC(c2ccccc2)Sc2nc3ccccc3n21 (centres undefined)	5%	-46%[inhibitor]	-3%	-17%[9.22 µM]	9%	17%	?
C=C(C)CNC(=O)CCc1nnc(C2(c3ccc(Cl)cc3)CCC2)o1	11%[9.22 µM]	12%[10 µM]	2%	.	8%	-2%	.
CN(C)CCNC(=O)Nc1ccc(F)cc1F	2%	-13%	3%	.	9%	-2%	5%
Cc1nc(-c2cccc(S(=O)(=O)N3CC(C)CC(C)C3)c2)cs1 (centres undefined)	?	-6%	-1%	?	21%[38.3 µM]	11%	-12%
CC(=O)c1cccc(NC(=O)c2cc3nc(C)cc(C)n3n2)c1	-10%	-48%[inhibitor]	2%	2%	23%[38.3 µM]	6%	13µM*
Cc1ccccc1NC(=O)Cn1nnc(C(=O)NCc2ccco2)c1N	17%	.	3%	.	-4%	1%	20%&-9%
CC(=O)Oc1ccc(C(=O)[C@H]2[C@H]3C(=O)N(c4ccc(C)cc4)C(=O)[C@H]3[C@@H]3C=CC=NN32)cc1	18%	.	0%	?	-3%	8%	24%
COC(=O)C1=NN[C@H](C(=O)OC)[C@H]1c1ccccc1	15%	.	-3%	-9%	-7%	3%	22%
Cc1cc(C)c(S(C)(=O)=O)c(Oc2ccc(C(C)(C)C)cc2)n1	-10%	-31%	-2%	8%	20%[38.3 µM]	4%	-28%
CCN(CC)C(=O)CN1CCN(c2ccccc2F)CC1	9%	-10%	-1%	10%	-26%[38.3 µM]	2%	-11%
O=C1c2ccc3c4c(ccc(c24)C(=O)N1c1ccc(O)cc1)C(=O)N(c1ccc(O)cc1)C3=O	-4%	-4%	-2%	.	4%	-6%	22%
Remaining list, next part
SMILES	HttQ103 aggreg	HTT cytoprotect	KinaseGlo FLuc	LMNA splice mod	IMPase Li inh	CBFb-RUNX1 inh	SMN2 splice up
Cc1ccc(S(=O)(=O)NCC(=O)NCC(=O)OCC(=O)N2CC(=O)Nc3ccccc32)cc1C	-11%	-7%	1%	-8%[46 µM]	-7%	10%	6%
CCCn1c(SCC(=O)Nc2nccs2)nnc1-c1cccnc1	-4%	-1%	1%	-3%	-6%[38.3 µM]	20%	-2%
Cc1[nH]c(=S)c(C#N)c(-c2ccccc2)c1C(=O)Nc1ccccc1	-15%[9.22 µM]	2%[10 µM]	.	.	.	4%	.
Cc1ccc(-c2n[nH]c3c2C(c2cccc(O)c2)N(c2ccc(C(=O)O)cc2)C3=O)cc1 (centres undefined)	0%[9.22 µM]	-8%[10 µM]	.	.	.	-2%	4%
O=C(N/C(=C/c1ccccc1)C(=O)N1CCOCC1)c1ccc([N+](=O)[O-])cc1	-10%	-27%	-2%	27%[46 µM]	-6%	8%	-25%
Cc1ccccc1C(=O)/C=C1/c2ccccc2CC(C)(C)N1C	-12%	-23%	0%	4%	1%[38.3 µM]	-9%	-17%
O=C(Nc1ccc(SC(F)F)cc1)c1ccc(F)cc1	?	-48%[inhibitor]	-2%	?	10%	9%	11µM*
COc1ccc(-c2nn(CCC#N)cc2/C=N/O)cc1	12%	?	-2%	-7%[46 µM]	-8%	5%	3%
COC(=O)Nc1ccc2ncn(C)c(=O)c2c1	-9%	-4%	14%	-9%	-16%[38.3 µM]	-4%	12%
CCCCNC(=S)N1CCN(c2ccc(C(C)=O)cc2)CC1	22%[9.22 µM]	17%[10 µM]	.	.	.	10%	.
CO/N=C(\C(=O)N[C@@H]1C(=O)N2C(C(=O)O)=C(COC(C)=O)CS[C@H]12)c1csc(N)n1 (stereo in doubt)	4%	.	2%&-1%	-3%&-22%	4%&4%	?	19%
CN(Cc1ccco1)C(=O)Cn1c(=O)oc2cc(S(=O)(=O)NCc3ccccc3)ccc21	-8%	2%	2%	?	2%	-4%	-4%
NC(=O)Cc1ccc(C(=O)c2ccc(Cl)cc2)s1	-28%	-9%	0%	.	-4%	3%	10%
O=C(CSc1cccc(C(F)(F)F)c1)N1CCN(S(=O)(=O)c2ccccc2)CC1	-5%	7%	0%	-3%	20%[38.3 µM]	7%	-7%
CC(=O)N1CCC2(CC1)CCN(c1ccccn1)CC2	.	-6%	-4%	.	2%	.	0%
O=C(O)C(Cc1ccccc1)Cc1ccccc1	.	-6%[10 µM]	-4%[7.66 µM]	.	-3%	.	-22%[9.22 µM]
C[C@](O)(c1ccccc1)c1nccc2ccccc12	.	-2%[10 µM]	-6%[7.66 µM]	.	2%	.	-5%[9.22 µM]
O=C(OC1CCCCC1)c1ccc(NC(=O)C2CCCCC2)cc1	-13%[9.22 µM]	-45%[inhibitor]	1%	?	44%[activator][38.3 µM]	13%	-61%[inhibitor]
COc1ccc(C2=NO[C@@H]3[C@@H]4C[C@@H]([C@H]5C(=O)N(C)C(=O)[C@@H]45)[C@H]23)cc1	13%	-13%[10 µM]	0%	?	-2%	2%	-21%
Cc1ccccc1-n1nc(-c2cccnc2)cc1C(=O)NN	7%	11%[10 µM]	-1%	.	3%	-5%	15%
O=C1CCCCC1S(=O)(=O)c1ccccc1 (centres undefined)	0%	.	0%	-7%	5%	3%	5%
O=c1c2cccnc2[nH]c(=S)n1Cc1ccccc1	-3%	-2%[10 µM]	1%	-1%	10µM*	0%	24%
COc1ccc(C2(C(=O)NCCCN3CCOCC3)CCOCC2)cc1	8%	-8%[0.074 µM]	.	1%	.	3%	.
NS(=O)(=O)c1cccc(NC(=O)Cn2cnc3ccccc3c2=O)c1	3%	18%	-1%	4%	1%[38.3 µM]	6%	.
CC1=C/C(=N\N=C2\NC(=O)C(CC(=O)Nc3ccccc3F)S2)CC(C)(C)C1 (centres undefined)	-3%	11%	-1%	?	6%	12%	15%
Next part.
SMILES	HttQ103 aggreg	HTT cytoprotect	KinaseGlo FLuc	LMNA splice mod	IMPase Li inh	CBFb-RUNX1 inh	SMN2 splice up
CN1C(=O)c2ccccc2NC(=O)[C@]12O[C@@H]2c1cccc(O)c1	-13%[9.22 µM]	-1%[10 µM]	.	.	.	-7%	.
CN(C)/C=C/c1c([N+](=O)[O-])c2ccc(O)cc2n1-c1ccccc1	-32%[9.22 µM]	7%[10 µM]	.	.	.	-29%	.
Cc1sc2ncnc(N3CCCCC3)c2c1C	-32%	10%	-3%	?	21%[38.3 µM]	2%	?
O=C(O)CCC(=O)NCc1ccc(C(=O)O)cc1	30%	-3%[10 µM]	-1%	9%	-5%[38.3 µM]	6%	-11%
O=C(Nc1cc(N2CCOCC2)ncn1)c1ccc(F)cc1	-3%	-4%	-2%	.	4%	6%	.
Nc1cc(-c2ccc(Cl)cc2)nn1-c1ccccc1	1%	-1%[10 µM]	-9%	-13%[46 µM]	15%	0%	14µM*
Cc1cccc(NC(=O)CN2C(=O)N/C(=C\c3ccc(-c4cccc(C(=O)O)c4)o3)C2=O)c1	-15%[9.22 µM]	3%[10 µM]	.	.	.	9%	.
COc1nc(OC)nc(N2CCC(NC(=O)C(Cc3ccc(C(C)C)cc3)NC(C)=O)CC2)n1 (centres undefined)	5%	13%[10 µM]	2%	-16%	4%	-3%	-40%[inhibitor]
CC(C)C(=O)N1CCN(c2c(Cl)cccc2[N+](=O)[O-])CC1	2%	-6%	-3%	10%	25%[38.3 µM]	6%	0%
Cc1cccc(OC(C)C(=O)N/N=C\c2ccncc2)c1 (centres undefined)	-6%	-40%[inhibitor]	-2%	.	22%	-16%	0%
COc1cc(Cl)c(C)cc1NC(=O)c1cccc(OC)c1OC	-20%	-22%[10 µM]	-3%	?	14%	17%	?

Reprinted at random: 3 compounds from above, in no set order.
SMILES	HttQ103 aggreg	HTT cytoprotect	KinaseGlo FLuc	LMNA splice mod	IMPase Li inh	CBFb-RUNX1 inh	SMN2 splice up
O=S(=O)(c1cccc(F)c1)N1CCCN(c2ccc(C(F)(F)F)cn2)CC1	-1%[9.22 µM]	35%[10 µM]	.	.	.	?	.
O=C1CCCCC1S(=O)(=O)c1ccccc1 (centres undefined)	0%	.	0%	-7%	5%	3%	5%
Cc1cc(C)c(S(C)(=O)=O)c(Oc2ccc(C(C)(C)C)cc2)n1	-10%	-31%	-2%	8%	20%[38.3 µM]	4%	-28%
